Assay outcomes: PubChem BioAssay, Broad Institute
Cneo AK release: causes C. neoformans cell lysis; adenylate kinase release luminescence, 4 h; normalised: neutral wells 0, clomiphene wells 100; lysis activity, % at 15 µM; 360,000 compounds, 0.2% hits; AID 651654;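 active = mean lysis activity across replicates of at least 80%, whatever share of replicates individually reach that level; inactive = mean lysis activity below 80%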
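Signal: Adenylate kinase release luminescence | Assay system: Log-phase Cryptococcus neoformans yeast cells | Input: Cells at 5 × 10^6 per mL | Buffer or medium: Fresh YPD growth medium | Compound: Single dose | Schedule: Static 4 h at 37 °C with compound, 1 h detection | Controls: Clomiphene | Read-out: Luminescence rise reflecting yeast cell lysis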
PglD DTNB: PglD (C. jejuni) enzyme inhibition | purified PglD enzyme, DTNB colorimetric CoA detection | inhibition, % at 12.5 µM | 360,000 compounds, 0.098% hits | AID 602405; in the data active = inhibition above about 16%, passing the limit was not always enough; inconclusive = no clear call, values can overlap the other calls; note: strong numbers were not always called active
CFTR F508del cor: CFTR F508del correction in bronchial cells | CFBE cells, YFP halide quenching; stimulated with forskolin plus potentiator P3; % fluorescence drop versus neutral controls | activity (quench increase), % at 7.58 µM | 350,000 compounds, 0.36% hits;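 active = mean added fluorescence quench of at least 8% versus neutral control, with both replicates also reaching 8%; inconclusive = only one of the mean or replicate conditions met; inactive = mean below 8% and not both replicates reaching 8%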;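 note: cells transiently co-express mutant CFTR-F508del with the halide-sensitive YFP; corrector assay measuring rescue of mutant channel to the surface after 24 h compound exposure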
miR-122 sensor: miR-122 inhibition in Huh7 cells; Huh7 miR-122 Renilla luciferase sensor, 48 h; neutral wells = 0, positive control = 100; activation (reporter increase), % at 12.5 µM; 340,000 compounds, 0.3% hits; AID 602342;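 active = mean replicate activation score at least 90 and every replicate individually at or above 90; inconclusive = only one of the two criteria met; inactive = neither criterion met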;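 note: higher luciferase means less miR-122 activity so hits act as miR-122 inhibitors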
C2C12 statin: protects C2C12 myotubes from simvastatin toxicity | ATP luminescence, 48 h; scaled: DMSO 0, geranylgeraniol control 100 | 330,000 compounds, 0.78% hits | rescue of ATP level, % at 7.49 µM;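 active = mean ATP rescue above about 67%, or every replicate alone reaching that limit, limit read from the data, passing the limit was not always enough; inconclusive = no clear call, values can overlap the other calls; inactive = mean under the limit and some replicate under it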;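 note: myotubes were challenged with 10 µM simvastatin during compound exposure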
PGC1a acetyl inh: modulators of PGC1a acetylation. U2OS PGC1a acetylation, AlphaScreen anti-acetyl-lysine; with virally co-expressed GCN5 acetyltransferase. inhibition, % at 15.6 µM. 350,000 compounds, 0.17% hits. AID 651687;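 active = every replicate shows inhibition of at least 40%; inconclusive = mean inhibition at least 40% but some replicate below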;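 note: 0% = neutral control wells and 100% = positive control wells; some results beyond the cut were filed as inactive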
FN deposit inh: fibronectin deposition inhibition; 350,000 compounds, 0.086% hits; AID 743247; AH1F fibroblasts, Alexa488-fibronectin deposition fluorescence, overnight; inhibition, % at 12.6 µM;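 active = mean inhibition across replicates of 30% or more, regardless of how many single replicates reach that level; inconclusive = mean under 30% yet at least half of replicates reach 30%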;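 note: positive control wells lacked labelled fibronectin entirely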
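Assay system: AH1F fibroblasts assembling fluorescent fibronectin matrix; Amount: 10000 AH1F cells per well; Buffer or medium: DMEM, 2% serum; Probe or stimulus: Alexa488-fibronectin, 24 nM final in well; Doses: single compound dose, delivered by pin transfer; Incubation: 1 h adhesion, overnight exposure; Measured by: fluorescence 485/525 nm; Read-out: fibronectin deposition inhibition.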
GSIS activator: primary screen for activators of insulin secretion dependent on glucose, INS-1E cells, GLuc reporter luminescence | 370,000 compounds, 0.61% hits | activation, % at 16.6 µM | INS-1E GLuc reporter insulin secretion, 2-3 h;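 active = lowest replicate activation of at least 40%, so every replicate reaches that level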;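 note: 0% = median of neutral control wells and 100% = median of IBMX positive control wells; some compounds called inactive have numbers as strong as hits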
The depositor's hits bear a star; ? = inconclusive; . = not tested or not shown; [ ] = dose if it differs, or a comment. No enrichment for hits; overall some 2.1% were active at least once.

SMILES	Cneo AK release	PglD DTNB	CFTR F508del cor	miR-122 sensor	C2C12 statin	PGC1a acetyl inh	FN deposit inh	GSIS activator
C[C@H]1CCCCO[C@@H](CN(C)C)[C@@H](C)CN([C@@H](C)CO)C(=O)c2cc(NS(=O)(=O)c3cccs3)ccc2O1	5	-1	2.1	2[16.7 µM]	.	8	2	4
COc1cccc(S(=O)(=O)N[C@@H]2CC[C@H](CCNC(=O)Nc3cc(F)ccc3F)O[C@@H]2CO)c1	-4	-4	-1.4	.	0	3	-20	-8
Cc1ccc(C(=O)Nc2cc3c(cc2Cl)OCCCO3)cc1	-23	2	.	-4	-22	2	.	.
O=c1cc(C(F)(F)F)[nH]c(=S)n1-c1ccccc1	1	0	-1.5	-9	2	0	0	-28
Cc1ccc(C(C)C)c(OCC(=O)N2CCOCC2)c1	-1	-3	.	2	-17	31	26	.
Cn1c(=O)n(C)c2cc(C(=O)Nc3ccc(Br)cc3)ccc21	-2	0	-0.4	35	-4	-26	3	0
Cc1cc(C)c2c(=O)[nH]c(SCC(=O)NCCc3ccccc3)nc2n1	0	-3	.	-6	5	6	.	.
CCN(CC)S(=O)(=O)c1cccc(NC(=O)C2SC(=Nc3ccc(C)cc3C)C(C(=O)NC(C)COC)=C2N)c1 (stereo not drawn)	0	2	.	4	-19	-18	-2	.
OCCOCCOc1ccc(-c2nn[nH]n2)cc1	-3	4	-1.1	-7	0	3	-5	-3
Cc1ccc(N2CC(C(=O)N/N=C/c3sccc3C)CC2=O)cc1 (stereo not drawn)	5	-1	.	1	.	0	5	-22
COCCCNC(=O)CSc1ccc(Cl)cc1	0	-3	.	-4	2	3	6	.
C[C@@H]1CN([C@@H](C)CO)C(=O)Cc2cc(NS(=O)(=O)c3ccc(Cl)cc3)ccc2O[C@@H]1CN(C)S(C)(=O)=O	7	-3	-1.8	-6[16.7 µM]	-16	-1	.	3
CCC(C(=O)NC1CCCC1)N(Cc1cccs1)C(=O)Cn1nnc(-c2ccc(OC)c(OC)c2)n1 (stereo not drawn)	-3	4	.	3	51	5	.	-16
CCC(=O)N1[C@@H]2Cn3c(ccc(-c4ccccc4)c3=O)[C@H]1[C@@H](C(=O)N(C)C)[C@@H]2CO	47	2	-2.2	-2[16.7 µM]	0	8	.	5
COc1ccc(S(=O)(=O)N2CCOC2CNC(=O)C(=O)NCCN2CCOCC2)cc1OC (stereo not drawn)	-6	-3	0.3	.	-4	.	5	0
COc1cccc(COc2cc3ccccc3nc2C)c1	-3	3	.	-31	-28	11	11	.
CC[N+](CC)(CCO)CCCN1C(=O)C2CC=C(Cl)CC2C1=O (stereo not drawn)	.	.	.	0	5	2	.	-3
O=C(NC1CCCC1)C1CCC(CNS(=O)(=O)c2ccc(F)cc2)CC1 (stereo not drawn)	-2	.	-0.3	4	-3	3	-1	-1
CCCN1CCC(CCOc2ccccc2)(C(=O)OCC)CC1	1	-1	-3.0	-3	-6	-11	-4	-11
Cc1cc(C(=O)Nc2cccc3c2O[C@@H](CN(C)S(=O)(=O)c2ccccc2)[C@@H](C)CN([C@@H](C)CO)C3=O)n(C)n1	104*	1	6.5	18[16.7 µM]	-36	5	.	15

Part of the list above, with each value named:
Cc1ccc(N2CC(C(=O)N/N=C/c3sccc3C)CC2=O)cc1 (stereo not drawn)
  Cneo AK release: 5
  PglD DTNB: -1
  CFTR F508del cor: .
  miR-122 sensor: 1
  C2C12 statin: .
  PGC1a acetyl inh: 0
  FN deposit inh: 5
  GSIS activator: -22
COCCCNC(=O)CSc1ccc(Cl)cc1
  Cneo AK release: 0
  PglD DTNB: -3
  CFTR F508del cor: .
  miR-122 sensor: -4
  C2C12 statin: 2
  PGC1a acetyl inh: 3
  FN deposit inh: 6
  GSIS activator: .

The list goes on:
SMILES	Cneo AK release	PglD DTNB	CFTR F508del cor	miR-122 sensor	C2C12 statin	PGC1a acetyl inh	FN deposit inh	GSIS activator
Cc1ccc(OCc2nc(-c3ccc(Cl)cc3)n[nH]2)cc1	.	.	.	-15	50	5	-1	-3
CCCS(=O)(=O)c1nc(S(=O)(=O)c2ccc(C)cc2)c(N2CCN(C)CC2)s1	-3	8	-3.9	-1	6	0	-5	-6
COc1ccc(Cn2nnnc2C(C(C)C)N2CCN(c3ccccc3OC)CC2)cc1 (stereo not drawn)	-1	-1	.	4	.	-13	.	.
O=C(CCS(=O)(=O)c1ccc(Br)cc1)N1CCN(Cc2ccccc2)CC1	-1	3	.	5	8	-3	.	2
Cc1cc(C(=O)N2CCCC(C(=O)c3cccc4ccccc34)C2)nc(C)n1 (stereo not drawn)	.	.	-0.1	-2	-3	.	-8	.
Cc1ccccc1-c1nnc(SCc2ccccc2F)o1	8	0	.	-2	.	.	-11	.
CCN(CC)CCn1c(=S)[nH]c2cc(C(=O)NCc3ccc(C)cc3)ccc2c1=O	0	3	-0.8	32	-2	7	2	24
CCOC(=O)C1=C(COC(=O)/C=C/c2ccc(C)o2)NC(=O)NC1C (stereo not drawn)	-1	-2	1.9	-4	1	7	3	15
O=C(C[C@@H]1CC[C@H]2[C@@H](COC[C@@H](O)CN2Cc2ccc(Oc3ccccc3)cc2)O1)N1CCN(c2ccccc2)CC1	3	1	6.2	-22[16.7 µM]	45	-8	5	-13
O=C(N/N=C/c1ccoc1)c1ccc(Cl)cc1	1	6	0.1	.	3	.	.	1
Cc1ccc(SCC(=O)OCC(=O)NC2CCCCCCC2)cc1	-2	-2	-0.1	.	3	2	11	7
CC(=O)c1ccc(N2CCN(c3ccccc3O)CC2)c([N+](=O)[O-])c1	-1	-2	1.7	-4	11	.	8	-9
O=c1c2ccccc2nc2n1CCS2(=O)=O	3	-4	1.2	-8	.	5	3	7
CCC(=O)Nc1nnc(S(=O)(=O)N2CCCc3ccccc32)s1	-1	8	0.6	6	-8	0	0	10
O=C1NC[C@H](CC2CCCCC2)N(CCc2cccc(F)c2)C1=O	2	2	-2.2	1	12	-1	-3	-23
O=C(NCC1CCN(Cc2ccccc2F)CC1)Nc1cc(F)ccc1F	0	4	-1.3	.	9	3	1	-14
O=C(CCN1C(=O)S/C(=C\C=C\c2ccccc2)C1=O)Nc1ccc(O)cc1	1	4	-0.4	.	18	.	1	3
CCOC(=O)/C=C1\SCC(=O)N1CC(=O)Nc1ccc2c(c1)CCC2	1	5	.	-1	-11	.	4	.
CON(C)S(=O)(=O)c1cccc(C(=O)Oc2ccc(N(C)S(=O)(=O)c3ccccc3)cc2)c1	-1	2	0.6	0	6	0	1	-21
Cc1noc(C)c1S(=O)(=O)N(C)C[C@@H]1Oc2ccc(NC(=O)Nc3ccccc3)cc2CC(=O)N([C@H](C)CO)C[C@H]1C	.	.	1.4	1[16.7 µM]	2	6	.	2

The list goes on; it opens with the 5 that closed the last part.
SMILES	Cneo AK release	PglD DTNB	CFTR F508del cor	miR-122 sensor	C2C12 statin	PGC1a acetyl inh	FN deposit inh	GSIS activator
O=C(NCC1CCN(Cc2ccccc2F)CC1)Nc1cc(F)ccc1F	0	4	-1.3	.	9	3	1	-14
O=C(CCN1C(=O)S/C(=C\C=C\c2ccccc2)C1=O)Nc1ccc(O)cc1	1	4	-0.4	.	18	.	1	3
CCOC(=O)/C=C1\SCC(=O)N1CC(=O)Nc1ccc2c(c1)CCC2	1	5	.	-1	-11	.	4	.
CON(C)S(=O)(=O)c1cccc(C(=O)Oc2ccc(N(C)S(=O)(=O)c3ccccc3)cc2)c1	-1	2	0.6	0	6	0	1	-21
Cc1noc(C)c1S(=O)(=O)N(C)C[C@@H]1Oc2ccc(NC(=O)Nc3ccccc3)cc2CC(=O)N([C@H](C)CO)C[C@H]1C	.	.	1.4	1[16.7 µM]	2	6	.	2
Cc1ccc(-c2n[nH]c(=O)c3ccccc23)cc1S(=O)(=O)Nc1ccc(F)cc1	0	-2	4.2	?	.	5	8	-11
COCC#Cc1ccc2c(c1)O[C@H](CN(C)S(=O)(=O)c1ccc(C)cc1)[C@@H](C)CN([C@H](C)CO)S2(=O)=O	-3	-3	-0.7	33[16.7 µM]	-36	-9	0	-7
CCN(CC(=O)NCc1ccc(Cl)cc1)C(=O)COc1cccc(Cl)c1	3	6	1.5	-6	6	-5	-2	-27
COc1ccc(NC(=O)CCNC(=O)Cn2cnc3sc4c(c3c2=O)CCCC4)cc1OC	3	2	0.1	1	11	-21	-1	11
CCN(C(=O)c1cn(C)c(=O)c2cc(OC)c(OC)cc12)c1ccccc1C	2	-5	.	-6	2	-6	-2	.
COc1ccc(CN(C)C[C@H]2Oc3ccc(NC(=O)Cc4ccccc4)cc3C(=O)N([C@H](C)CO)C[C@H]2C)cc1	2	3	-0.9	3[16.7 µM]	10	-3	.	-1
Cc1ccc(NC(=O)c2sc3ncn(CC(=O)N4CCN(c5ccccn5)CC4)c(=O)c3c2C)cc1F	1	-7	-4.6	7	-23	-9	9	-44
CCNC(=S)NC1CC2CCCC(C1)N2CCc1ccccc1 (stereo not drawn)	-1	1	0.5	0	-3	7	-1	-4
CSc1ncccc1C(=O)OCC(=O)N(CC(C)C)c1c(N)n(Cc2ccccc2)c(=O)[nH]c1=O	3	-2	-0.2	6	2	.	-1	-7
CC(C)Oc1ccc(C(=O)Nc2ccc([N+](=O)[O-])cc2)cc1	.	.	-1.6	5	-14	.	-4	14
COc1ccc(CCN2C(=O)C(Oc3ccccc3C)C2c2ccc3c(c2)OCO3)cc1OC (stereo not drawn)	-2	-7	.	34	-5	-10	.	.
CCc1nn(C(CC)C(=O)NCc2cccs2)c(=O)c2cc3occc3n12 (stereo not drawn)	-2	5	1.6	.	1	-9	16	12
Cc1cc(C)c(S(=O)(=O)N2CCOC2CNC(=O)C(=O)NCc2ccncc2)c(C)c1 (stereo not drawn)	-2	12	-0.2	-1	.	3	-2	1
CC(=O)Nc1cccc(OCC(O)Cn2cnc3ccccc32)c1 (stereo not drawn)	4	-1	.	1	-9	-4	0	.
C[C@@H]1CN([C@H](C)CO)C(=O)Cc2cc(NC(=O)Nc3ccc4c(c3)OCO4)ccc2O[C@H]1CN(C)S(=O)(=O)c1ccccc1	.	.	1.7	43[16.7 µM]	14	5	-6	-3
CC(=O)N1CCN(CC(=O)Nc2cc(S(=O)(=O)N3CCCCC3)ccc2C)CC1	0	1	6.4	-7	0	1	9	14
Cc1sc(NC(=O)CSc2nnnn2C)c(C#N)c1C	1	1	-0.7	6	-9	2	-10	5
COc1ccc(/C=C2\C(=O)N(c3c(Cl)cc(Cl)cc3Cl)N=C2NC(=O)c2cccc([N+](=O)[O-])c2)cc1	-1	-1	.	-9	.	-2	.	.
C[C@@H]1CN([C@H](C)CO)C(=O)c2cc(NS(=O)(=O)c3cccs3)ccc2O[C@H]1CN(C)C(=O)Nc1ccccc1	2	-3	-3.5	2[16.7 µM]	7	-3	.	0
COc1cc(N)c2ncccc2c1Br	-3	-1	0.7	.	-1	21	-5	-48
CCOC(=O)c1cc2c(=O)n3ccccc3nc2n(CCOC)c1=NC(=O)c1ccncc1	6	-12	.	-2	-25	-6	.	28
